Bioassay records: PubChem BioAssay, several laboratories
MKP-1 inh: inhibitors of human MKP-1 phosphatase; AID 374; P28562; inhibition, %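 (compounds tested at a single concentration somewhere between 10 and 100 µM)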; recombinant MKP-1, OMFP hydrolysis fluorescence; 65,000 compounds, 0.15% hits;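 active means inhibition above about 50%, limit read from the data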;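 further: 0% = DMSO max control wells and 100% = wells with enzyme stopped by NaOH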
FXIIa inh mix: factor XIIa (human) inhibition, mixture screen | purified FXIIa, fluorogenic substrate, pooled mixtures | inhibition, % at 5 µM | 62,000 compounds, 0.2% hits | AID 684; in the data active means inhibition above about 20%, passing the limit was not always enough;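 further: 0% = enzyme without compound and 100% = no enzyme blank; some results filed as inactive read as strong as hits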
D1 mod: allosterically modulates the human D1 dopamine receptor. B-score at 10 µM. 58,000 compounds, 5.9% hits. P21728. HEK293 D1, CRE-luciferase, dopamine EC30 potentiation; actives deviate in either direction;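 active means luminescence count or its row- and column-corrected plate score outside the 99.7% band of the plate's sample wells, on either side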
Target sequence (P21728 whole entry, looked up): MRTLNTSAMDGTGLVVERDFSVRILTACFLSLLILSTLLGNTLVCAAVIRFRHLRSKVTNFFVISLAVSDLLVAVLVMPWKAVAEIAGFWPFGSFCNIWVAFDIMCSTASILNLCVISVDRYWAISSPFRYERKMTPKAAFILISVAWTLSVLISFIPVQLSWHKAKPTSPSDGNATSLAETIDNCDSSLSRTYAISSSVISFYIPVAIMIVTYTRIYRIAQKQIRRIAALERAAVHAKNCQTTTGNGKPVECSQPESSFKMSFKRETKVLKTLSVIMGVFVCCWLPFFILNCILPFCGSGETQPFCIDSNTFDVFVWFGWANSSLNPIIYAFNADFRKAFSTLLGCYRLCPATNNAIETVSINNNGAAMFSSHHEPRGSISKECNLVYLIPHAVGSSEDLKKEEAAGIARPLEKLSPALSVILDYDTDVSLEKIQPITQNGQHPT
SF1 activator: activators of human nuclear receptor SF-1 | Q13285 | CHO-K1 Gal4-SF-1 LBD luciferase reporter; % increase over DMSO SF-1-specific signal | activation, % at 10 µM | 65,000 compounds, 1.9% hits | AID 522;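 active means activation above the mean activation of all tested compounds plus 3 SD, cut at about 50% in these data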
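Compound – one dose, 10 µM compound, 1% DMSO · Test system – transient Gal4-SF-1 LBD reporter, CHO-K1 · Input – 4,000 cells in each well · Read-out basis – percent activation relative to DMSO median and mock-transfected background · Replicates – single measurement per compound · Technique – steady-glow luciferase luminescence, read after 15 min reagent incubation · Timing – 20 h compound treatment, 37 °C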
Hsp90 block: displaces geldanamycin probe from tumor Hsp90; 64,000 compounds, 0.35% hits; NCI-N417 lysate Hsp90, Cy3B-geldanamycin FP displacement; P07900; inhibition, % at 30 µM;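 active means inhibition above 50%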;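 further: 0% = tracer plus lysate wells and 100% = tracer alone without lysate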
RORa activator: activates the human nuclear receptor RORA. AID 560. activation, % at 10 µM. 65,000 compounds, 1.5% hits. CHO-K1 Gal4-RORA LBD luciferase reporter, luminescence; percent increase over mock-subtracted basal signal;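 active means activation above the mean of all tested compounds plus 3 SD, cut at about 49% in these data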;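 further: 0% = DMSO-treated RORA cells and 100% = added signal equal to DMSO minus mock-transfected cells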
Target sequence (P35398 whole entry, looked up, the tested form may be a part): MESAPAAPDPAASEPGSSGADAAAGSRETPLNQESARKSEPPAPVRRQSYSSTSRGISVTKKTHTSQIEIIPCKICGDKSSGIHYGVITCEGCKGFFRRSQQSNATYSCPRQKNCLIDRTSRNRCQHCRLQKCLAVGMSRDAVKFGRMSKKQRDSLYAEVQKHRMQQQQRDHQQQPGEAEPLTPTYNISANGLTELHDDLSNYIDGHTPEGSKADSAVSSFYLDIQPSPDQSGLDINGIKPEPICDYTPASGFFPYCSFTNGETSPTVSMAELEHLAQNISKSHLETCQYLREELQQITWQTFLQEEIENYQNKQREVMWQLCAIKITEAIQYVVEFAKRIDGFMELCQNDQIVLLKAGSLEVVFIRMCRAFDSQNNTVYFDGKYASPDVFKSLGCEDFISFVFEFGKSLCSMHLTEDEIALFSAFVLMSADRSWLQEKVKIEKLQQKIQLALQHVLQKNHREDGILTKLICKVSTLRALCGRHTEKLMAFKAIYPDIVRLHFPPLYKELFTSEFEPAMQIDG
Her2 expr inh: lowers expression of human Her2 kinase. SKBR-3 HER2 protein level, AlphaScreen, 18-24 h; hits give low values. HER2 level % of control, % at 10 µM. 65,000 compounds, 0.69% hits;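 active means HER2 level under 5% of the carrier-only control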;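 further: 100% = DMSO carrier and 0% = 500 nM PU-H71 HSP90 inhibitor; lower value means stronger loss of Her2 protein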
TNAP act DEA: activates human TNAP at intermediate phosphate acceptor concentration. P05186. purified TNAP, CDP-star luminescence, 100 mM DEA, 30 min; hits give high values; scale: 0 levamisole-inhibited, 1 vehicle-only enzyme. activation factor at 20 µM. 64,000 tested, under 10 active. AID 813;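 active means activation factor of at least 2 at 20 µM, relative to controls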
Cdc25B block: inhibitors of human Cdc25B phosphatase | P30305 | recombinant Cdc25B, OMFP fluorescence Ex485/Em525 | inhibition, %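 (compounds tested at 10 µM final in the well)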 | 65,000 compounds, 0.1% hits; in the data active means inhibition above about 50%
The depositor's hits bear a star; · = no result given.

SMILES	MKP-1 inh	FXIIa inh mix	D1 mod	SF1 activator	Hsp90 block	RORa activator	Her2 expr inh	TNAP act DEA	Cdc25B block
Cn1c(=O)c2c(-c3ccccc3)n(N3CCOCC3)cc2n(C)c1=O	-10	5	3.3*	-8	3	-6	97	0.8	0
C=CCn1c(SCC(=O)Nc2ccc3c(c2)OCO3)nnc1-c1ccccc1O	10	5	-1.3	-10	-5	-8	97	0.9	0
O=C(CCn1nnc2ccccc21)N1CCC(O)(c2cccc(F)c2)CC1	13	3	-0.49	-1	·	-9	72	1	-17
Cc1ccc(S(=O)(=O)N2CCOCC2)cc1C(=O)Nc1ccccn1	-23	-15	-0.092	0	0	-10	78	0.9	4
O=C(Cn1c(C(=O)NCc2ccco2)cc2sccc21)c1ccccc1	24	8	0.12	-16	-1	7	75	0.9	1
COc1cccc(-c2n[nH]c(=S)n2Cc2ccco2)c1OC	9	12	0.65	-14	1	-15	83	0.9	5
CSc1nc(N)c(C#N)c(-c2ccc(Cl)cc2)c1C#N	-24	4	1.7	-8	4	-17	75	0.9	-1
Cc1cc(C)n2nc(SCC(=O)Nc3ccc(F)cc3)nc2n1	-1	28	0.49	9	-5	-6	118	0.9	1
Cn1c(=O)n(C)c2cc(CNc3ccc(N4CCOCC4)c(C(=O)O)c3)ccc21	-8	1	-0.9	-13	-1	-23	99	1	4
COc1cccc(C2=CC(c3ccccc3)n3nnnc3N2)c1 (configuration not stated)	-15	·	·	26	12	79*	133	0.8	-32
CC(C)OP(=O)(c1ccc(N(C)C)cc1)C(O)c1c(Cl)cccc1Cl (configuration not stated)	-6	4	0.0019	-2	-4	-8	103	1	0
O=S(=O)(c1cccs1)n1cnc2ccccc21	8	-4	0.23	15	-2	9	122	0.9	-7
Cc1ccc(NC(=O)NC(=O)CSc2nnnn2C)c(C)c1	1	9	0.055	6	-6	-5	154	0.9	-5
c1ccc2c(c1)Cn1nc(Cc3nc4c(s3)CCCC4)nc1-2	5	1	0.87	23	-6	3	143	0.9	-24
Brc1ccc2c(c1)c1nc3ccccc3nc1n2CCN1CCOCC1	0	-17	4.3*	25	-3	16	67	0.9	-33
COc1cc2c(cc1OC)CN(C(=O)Cc1ccc(OC)c(S(=O)(=O)N3CCOCC3)c1)CC2	25	1	-0.74	7	-4	-2	104	0.9	-11
COC(=O)c1ccc(NC(=O)c2cnc3scc(C)n3c2=O)cc1	13	0	0.94	20	0	-13	45	0.9	2
COc1ccc(-n2ncc3c(N(C)C4CCCCC4)ncnc32)cc1	8	3	·	-74	-2	-76	100	0.9	-13
COc1ccc2c(C)nc(Nc3nc(C)cc(=O)[nH]3)nc2c1	4	-9	-0.099	27	-4	16	86	1.1	-9
CCc1nc(N2CCN(C(=O)c3ccccc3)CC2)c(C#N)c2c1COC(C)(C)C2	-7	·	·	5	-3	6	104	0.8	-31
CS(=O)(=O)N(CC(=O)N1CCOCC1)Cc1ccc(Cl)cc1	-9	-2	0.36	2	-1	-15	116	1	-14
Cn1c(=O)c2c(nc(SCCCC#N)n2Cc2ccccc2F)n(C)c1=O	0	12	5.2*	8	-3	-7	96	0.9	-8
CCOC(=O)N1CCN(C(=O)c2oc3ccc(S(=O)(=O)N4CC(C)CC(C)C4)cc3c2C)CC1 (configuration not stated)	·	21	·	-5	·	-6	105	0.9	·
COC(=O)C(C)C1Sc2ccccc2NC1=O (configuration not stated)	1	10	4.5*	-11	-2	-13	108	0.8	7
O=C(CN(Cc1ccccc1F)C(=O)Cn1nnc(-c2cccs2)n1)NCC1CCCO1 (configuration not stated)	-6	11	0.0049	-2	-1	1	76	0.9	-12

Later entries
SMILES	MKP-1 inh	FXIIa inh mix	D1 mod	SF1 activator	Hsp90 block	RORa activator	Her2 expr inh	TNAP act DEA	Cdc25B block
Cc1cccc(-c2nc(CS(=O)CC(=O)NC3CCCC3)c(C)o2)c1 (configuration not stated)	10	2	0.2	-11	-2	25	115	0.9	-2
CC(C)C(c1nnnn1C1CCCCC1)N1CCN(c2ncccn2)CC1 (configuration not stated)	-1	5	-0.61	-3	0	-10	107	0.9	-12
COc1cccc(C(=O)Nc2cccc(SC)c2)c1	-5	2	-1.8	81*	-3	51*	115	0.8	-24
O=c1cc(-c2ccccc2)nc(N2CCCCC2)[nH]1	-1	2	5*	-14	-2	0	124	0.9	4
O=C(Cn1cnc2c(cnn2-c2ccccc2)c1=O)NCCc1ccccc1	-10	-2	0.4	-18	-2	10	139	0.9	-8
O=C(Nc1ccccn1)c1ccc2ccccc2n1	-1	3	·	30	-3	17	54	0.9	70*
Cc1ccc(-c2nnn(CC(=O)Nc3ccccc3-c3ccccc3)n2)c(-n2cnnn2)c1	-12	4	-0.57	-6	-2	-12	66	0.9	-16
Clc1ccccc1-c1nnc2sc(-c3ccc(Br)o3)nn12	20	-16	2.3*	3	-9	-15	98	0.8	-31
CC(=O)N(CCN(C(C)=O)c1ccccc1)c1ccccc1	14	5	-0.054	-12	-2	0	129	0.9	2
COCCn1c(COc2cccc(OC)c2)nnc1SCC(=O)N1CCOCC1	4	3	-0.49	3	-1	-5	85	0.9	1
Cc1nc(SCC(=O)N2CCCc3ccccc32)c2oc3ccccc3c2n1	2	-12	0.1	-12	2	-12	81	0.8	2
COc1ccccc1NC(=O)N1CCN(c2cccc(C(F)(F)F)c2)CC1	-10	-7	-0.32	-12	-2	-6	92	0.8	-3
O=C(CCn1c(=O)[nH]c2ccccc2c1=O)Nc1ccccc1	11	6	-0.28	4	0	4	125	0.9	102*
CC(=O)c1c(C)nn(CC(O)Cn2c3c(c4cc(C)ccc42)CCCC3=O)c1C (configuration not stated)	14	9	0.64	20	-5	-8	140	0.9	-15
COc1ccc(C2(O)CCN(C(=O)Cc3cccnc3)CC2)cc1	8	2	-0.47	-13	·	-13	·	0.9	-7
Cc1ccc(OCC(O)CN2CCN(CC(O)COc3ccc(C)cc3)CC2)cc1 (configuration not stated)	16	3	-1.9	4	0	-7	105	0.9	-18
O=C(CCn1cccc1)Nc1cccc(F)c1	-3	7	0.03	13	0	-29	112	1	1
O=C(c1ccccn1)N(Cc1cc2ccccc2[nH]c1=O)C1CCCCC1	-12	-1	0.27	1	-4	1	91	0.9	-14
O=C(Nc1ccccc1)C1CC2CCCC(C1)C2=O (configuration not stated)	-13	-3	1.1	12	0	-13	115	1	-2
CC1Cc2nc(SCC(=O)NCCc3ccccc3)n(C)c(=O)c2S1 (configuration not stated)	6	7	·	12	-2	-8	98	1	-7
COC(=O)c1ccccc1NC(=O)COC(=O)c1ccco1	-4	16	0.95	-17	-10	-33	87	1	7
CC(=O)Nc1ccc(S(=O)(=O)N2CCN(C3CCCCCCC3)CC2)cc1	5	7	-0.39	-6	0	-12	120	0.9	-10
CCN(CC)C(=O)CSc1ncnc2c1cnn2Cc1ccccc1	-7	2	0.12	0	1	11	64	1	-4
CC(C)NC(=O)c1cc(-c2ccco2)on1	2	3	-0.15	40	-6	5	88	0.9	-7
Cc1ccc(C)c(N2CCN(S(=O)(=O)c3ccc4c(c3)OCCO4)CC2)c1	6	-2	-0.36	1	-4	2	101	0.9	-4

The closing 4 entries of the section above are carried over, then new ones follow.
SMILES	MKP-1 inh	FXIIa inh mix	D1 mod	SF1 activator	Hsp90 block	RORa activator	Her2 expr inh	TNAP act DEA	Cdc25B block
CC(=O)Nc1ccc(S(=O)(=O)N2CCN(C3CCCCCCC3)CC2)cc1	5	7	-0.39	-6	0	-12	120	0.9	-10
CCN(CC)C(=O)CSc1ncnc2c1cnn2Cc1ccccc1	-7	2	0.12	0	1	11	64	1	-4
CC(C)NC(=O)c1cc(-c2ccco2)on1	2	3	-0.15	40	-6	5	88	0.9	-7
Cc1ccc(C)c(N2CCN(S(=O)(=O)c3ccc4c(c3)OCCO4)CC2)c1	6	-2	-0.36	1	-4	2	101	0.9	-4
COC(=O)C(C(=O)Nc1ccccc1C)C1CCCC1 (configuration not stated)	12	3	0.0065	-4	-1	-2	129	1	-1
O=C(NC1CCCCCC1)c1nc2ncccn2n1	16	-54	0	0	-4	8	104	0.9	-1
CC1=C(C(=O)Nc2ccccc2)C(c2ccc3c(c2)OCO3)C2=C(CCCC2=O)N1 (configuration not stated)	1	9	-0.15	-5	6	-12	76	1	0
CCOC(=O)CN(C(=O)CSc1nnc(CNc2ccc(C)cc2C)o1)c1ccccc1	26	-1	0.14	-11	-1	15	119	1	-11
CCN(CC)S(=O)(=O)c1ccc(C(=O)Oc2ccc3c(c2)OCO3)cc1	-12	-2	0.045	-13	2	-6	87	0.9	-11
O=C(CSc1nnc2scc(-c3ccc(Cl)cc3)n12)NCc1ccco1	3	1	0.38	-7	0	-9	66	0.9	-9
O=C(Nc1cc(C(F)(F)F)ccc1N1CCOCC1)c1c(F)c(F)c(F)c(F)c1F	1	4	-0.56	0	-3	-6	60	0.9	-7
CC1(C)CC(=O)CC(=Nc2ccc3[nH]c(=O)[nH]c3c2)C1	-7	3	·	-13	1	1	99	1	-7
Cc1nc(N2CCN(Cc3nc4ccccc4[nH]3)CC2)c2oc3ccccc3c2n1	19	10	·	1	·	8	90	1	-17
CCCc1ccc(OCc2ccc(C(=O)OC)o2)c(OC)c1	-7	-24	-0.0063	-17	-4	-6	96	0.9	-11
COc1ccc2[nH]c(=O)c(CN(C(=O)c3ccco3)C3CCCCC3)cc2c1	·	0	·	-10	·	-27	·	0.9	·
COc1ccccc1Nc1ncnc2c1oc1ccccc12	-20	-2	1.1	92*	-4	32	75	0.9	15
O=C(Nc1ccc(N2CCN(C(=O)c3ccco3)CC2)cc1)c1cccc(F)c1	17	-1	0.0079	19	5	12	96	0.9	2
CCOC(=O)C(C)n1nc(C)c2sc3ccccc3c2c1=O (configuration not stated)	9	3	1.3	-18	-4	-31	47	1	-1
CCN(C(=O)c1ccnc(C(C)(C)C)c1)c1ccccc1	1	3	·	5	2	0	77	0.8	-1
CC1CC(C)CN(C(=O)CSc2nnc(-c3ccc(Cl)cc3)o2)C1 (configuration not stated)	-3	-2	-0.35	7	-1	17	97	1	-3
CCN1CCN(c2ncnc3sc(C(=O)Nc4ccccc4F)c(C)c23)CC1	2	7	·	21	-1	5	89	0.9	-3
O/N=C1\CC/C(=N\O)c2nn(-c3ccc(Cl)cc3Cl)nc21	11	8	-0.083	-2	-3	-5	97	0.9	-20
COC(=O)c1ccccc1NC(=O)COC(C)=O	5	2	-0.97	6	-7	-23	105	0.9	-8
Cc1ccc(S(=O)(=O)N2CCSC2c2ccco2)cc1 (configuration not stated)	22	1	-0.66	-2	-3	-5	106	0.9	-12
COc1ccccc1C1C=C(c2ccc(C)cc2)Nc2nnnn21 (configuration not stated)	-9	10	-0.059	39	-1	25	62	1	5
c1ccc(-n2ncc3c(NCCN4CCOCC4)ncnc32)cc1	-8	7	-0.35	38	-5	46	62	0.9	0
O=C(N1CCOCC1)N1CCN(Cc2ccccc2)CC1	17	1	-1.1	-1	0	-3	103	0.9	1
N/C(=N/O)c1nc(N2CCCCC2)nc(N2CCCCC2)n1	-14	-1	5.2*	10	3	-9	181	0.8	-5
COc1ccc(-c2nc(-c3ccncc3)no2)cc1OC	5	9	·	74*	-3	68*	96	1	-14
COc1ccccc1CNC(=O)Cn1cnc2ccccc2c1=O	7	9	·	-6	·	-4	92	0.9	-7

Of the compounds above, 3 have a cyano group:
SMILES	MKP-1 inh	FXIIa inh mix	D1 mod	SF1 activator	Hsp90 block	RORa activator	Her2 expr inh	TNAP act DEA	Cdc25B block
CSc1nc(N)c(C#N)c(-c2ccc(Cl)cc2)c1C#N	-24	4	1.7	-8	4	-17	75	0.9	-1
CCc1nc(N2CCN(C(=O)c3ccccc3)CC2)c(C#N)c2c1COC(C)(C)C2	-7	·	·	5	-3	6	104	0.8	-31
Cn1c(=O)c2c(nc(SCCCC#N)n2Cc2ccccc2F)n(C)c1=O	0	12	5.2*	8	-3	-7	96	0.9	-8
